# From PubChem BioAssay
# PglD DTNB – C. jejuni PglD acetyltransferase inhibitors, primary screen, biochemical, DTNB colorimetric, single point; UDP-N-acetylbacillosamine N-acetyltransferase PglD (Campylobacter jejuni); hit rate 0.098% among 360,000; inhibition, % at 12.5 µM; AID 602405, 2012; purified PglD enzyme, DTNB colorimetric CoA detection; in the data active = inhibition above about 16%, passing the limit was not always enough; note: strong numbers were not always called active
# Statin myotox sup – suppressors of statin myotoxicity in C2C12 myotubes, primary screen, cell-based, single point, plate reader. C2C12 myotubes + simvastatin, ATP luminescence, 48 h; scaled: DMSO 0, geranylgeraniol control 100. rescue of ATP level, % at 7.49 µM. hit rate 0.78% among 330,000;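 active = mean ATP rescue above about 67%, or every replicate alone reaching that limit, limit read from the data, passing the limit was not always enough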;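 note: myotubes were challenged with 10 µM simvastatin during compound exposure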
# ARNT-TACC3 inh – disruptors of ARNT/TACC3 protein interaction, primary screen, biochemical, AlphaScreen, single concentration; AlphaScreen His-ARNT PAS-B/GST-TACC3 binding, luminescence; TACC3 fragment carries E629A point mutation; inhibition, % at 9.99 µM; hit rate 0.66% among 390,000; AID 623870, 2012;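 active = mean inhibition of replicates at least 50% and at least half of replicates each reaching 50%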;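 note: 0% = complete ARNT plus TACC3 wells and 100% = ARNT alone without TACC3; many hits fall short of the cut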
# INS-1E GSIS act – GLuc luminescence reporter in INS-1E cells, primary screen for activators of glucose-dependent secretion of insulin. INS-1E GLuc reporter insulin secretion, 2-3 h. activation, % at 16.6 µM. hit rate 0.61% among 370,000;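 active = lowest replicate activation of at least 40%, so every replicate reaches that level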;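 note: 0% = median of neutral control wells and 100% = median of IBMX positive control wells; some compounds called inactive have numbers as strong as hits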
# LGR2 inh – inhibitors of bursicon-induced LGR2 CRE-luciferase signal, primary screen, cell-based, HEK293, CRE-luciferase reporter, bursicon stimulation | AID 720647, 2013 | hit rate 0.35% among 380,000 | inhibition, % at 9.99 µM | bursicon-stimulated, 4 h;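 active = drop in luminescence signal, shown as inhibition above about 50% in the replicate tests, limit read from the data, passing the limit was not always enough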;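 note: agonist challenge used bursicon conditioned medium at about half maximal strength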
# PAX8 inh HTS – inhibitors of PAX8-driven TPO luciferase reporter, primary screen, RMG-I cells, single concentration. SteadyGlo, 24 h. inhibition, % at 12.6 µM. hit rate 1.2% among 360,000. AID 652154, 2013;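 active = mean replicate inhibition at least 60% with every replicate also reaching 60%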;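 note: luciferase light reporting Pax8 driven TPO promoter activity; plate controls were median of neutral control wells for no effect and mitoxantrone controls for full effect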
# Cneo AK release – Cryptococcus neoformans cell lysis inducers, primary screen, AK release luminescence, single concentration | C. neoformans lysis, adenylate kinase release luminescence, 4 h; normalised: neutral wells 0, clomiphene wells 100 | lysis activity, % at 15 µM | hit rate 0.2% among 360,000 | AID 651654, 2012;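 active = mean lysis activity across replicates of at least 80%, whatever share of replicates individually reach that level; inactive = mean lysis activity below 80%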
#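 Test system: log-phase Cryptococcus neoformans yeast cells; Quantity: yeast cell density of 5 × 10^6 cells/mL; Buffer or medium: YPD; Doses: single compound concentration per well; Timing: 4 h at 37 °C static, read 1 h later; Measured by: AK luminescence; Read-out basis: lysis from increased AK signal; Control set: Clomiphene as positive control.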
# PGC1a acetyl inh – inhibitors of PGC1a acetylation signal, primary screen, cell-based, U2OS, AlphaScreen, inhibitor mode; hit rate 0.17% among 350,000; inhibition, % at 15.6 µM; AlphaScreen anti-acetyl-lysine; with virally co-expressed GCN5 acetyltransferase;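 active = every replicate shows inhibition of at least 40%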;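 note: 0% = neutral control wells and 100% = positive control wells; some results beyond the cut were filed as inactive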
# * marks the source's active call; other numbers are inactive results; / = not tested or not shown; & = joins results of further samples.
SMILES,PglD DTNB,Statin myotox sup,ARNT-TACC3 inh,INS-1E GSIS act,LGR2 inh,PAX8 inh HTS,Cneo AK release,PGC1a acetyl inh
O=C(Nc1ccc(F)cc1)N1C[C@@H]2[C@H](c3ccccc31)[C@H](CO)N2C(=O)Cc1cccnc1,-1,2,-8,3,4,-28,1,2
Cc1nc2c(C)cccn2c1/C(O)=C1\C(=O)C(=O)N(CCN2CCOCC2)C1c1cccs1 (configuration not stated),1,/,1,/,/,/,-3,0
COC(=O)c1ncccc1SC,1,1,/,2,14,-1,-2,-4
CC1(C)Cc2ccccc2-c2nnc(SCC(=O)Nc3ccc4c(c3)OCO4)n21,0,/,4,/,/,1,0,/
COc1ccc(NC(=O)N(C)C[C@@H]2Oc3ccc(NS(=O)(=O)c4ccc(F)cc4)cc3C(=O)N([C@@H](C)CO)C[C@H]2C)cc1,17,-26,-9,16,-33,/,3,-3
COC(=O)c1cc(F)c(-n2cncn2)c(F)c1,-2,-8,0,36,9,/,2,6
Cc1ccc(Cc2c(-c3ccc(Cl)cc3)nc3cc(C)ccn23)cc1,1,19,/,-8,-119,-147,-1,/
CC(=O)C1=C(C)NC(=O)NC1c1ccccc1 (configuration not stated),3,1,1,/,/,-3,2,8
COc1ccc(CCNC(=O)CNC(=O)c2ccco2)cc1,0,16,-11,-3,3,-6,-1,/
CCCNC(=O)N1C[C@H](O)COC[C@@H]2O[C@H](CC(=O)N[C@H]3CCN(Cc4ccccc4)C3)CC[C@H]21,-1,20,-1,4,0,-30,47,5
O=C(O)C1CSC2(c3ccc(Br)cc3)CCC(=O)N12 (configuration not stated),/,/,-1,-8,2,1,/,6
O=C(O)CCCCCNC(=O)c1cccc(Br)c1,-2,-11,-4,/,/,9,0,/
CC(C)N(C(=O)[C@H]1CC(CC(=O)NCCN2CCOCC2)C(=O)N2CCc3c([nH]c4ccccc34)[C@]12C)C(C)C (some centres not stated),7,0,-4,/,16,-12,5,6
O=C(CCCSc1ccccc1)Nc1nc(-c2ccccn2)cs1,-1,4,35,/,/,/,27,-10
Nc1c(C(=O)c2ccccc2)oc2ccc(Br)cc12,-1,24,-6,/,/,-213,0,2
Cc1cccn2cc(CNS(=O)(=O)c3ccc4ccccc4c3)nc12,-3,-15,-1,65*,0,24,0,-1
Cc1cc(C)c(C#N)c(SCC(=O)Nc2ccc3c(c2)OCO3)n1,-2,4,-10,/,/,-144,-1,5
COc1ccc(Cl)cc1NC(=O)CSc1nnc(C)c(=O)n1N,0,20,3,-13,-20,25,1,-2
CNC[C@@H]1OCCCC[C@H](C)Oc2ccc(N)cc2C(=O)N([C@@H](C)CO)C[C@H]1C,4,-16,-2,/,/,-11,4,11
Cc1ccccc1N1CCN(S(=O)(=O)c2cccs2)CC1,0,/,-2,8,-11,17,-1,-14
CCCC[C@H]1OB(O)C[C@H]2C1=C(COc1ccccc1)C[C@H]1C(=O)N(Cc3ccccc3)C(=O)[C@H]12,1,/,-6,/,/,-35,6,-2
CCOC(=O)c1c(-c2ccccc2)nc2ccccn12,-2,7,-1,/,/,/,3,/
O=C(COC(=O)c1ccccc1)c1ccc(Br)cc1,-4,18,-4,15,-11,/,-3,-5
CCNC(=O)C[C@@H]1CC[C@@H](NS(=O)(=O)c2ccc(C)cc2)[C@@H](CO)O1,-2,-3,2,5,10,-5,-1,8
Cc1cccc(C(=O)NCCN2CCN(c3ccccc3)CC2)c1,0,2,-2,/,/,/,-2,-21
# Next section
SMILES,PglD DTNB,Statin myotox sup,ARNT-TACC3 inh,INS-1E GSIS act,LGR2 inh,PAX8 inh HTS,Cneo AK release,PGC1a acetyl inh
CCCNC(=O)Nc1ccc2c(c1)OC[C@H](C)N(C(=O)C1CCCCC1)C[C@@H](C)[C@H](OC)CN(C)C2=O,-1,-6,-5,-8&11,-18&2,-4&-8,-1,/
COC(=O)[C@H](CCSC)NC(=O)NCCC1=CCCCC1,0,-9,-1,8,-26,/,3,-4
CCCCCCc1cc2cc(S(=O)(=O)c3ccc(F)cc3)c(=O)oc2cc1O,3,/,/,-8,18,-42,6,/
CCCCC1(Cc2ccc([N+](=O)[O-])cc2)C(=O)N(c2ccccc2)N(c2ccccc2)C1=O,-5,17,/,/,/,20,-1,-21
Cc1ccc2oc(=O)c3cnn(CC(=O)NCCc4ccsc4)c3c2c1,-8,8,-2,/,/,0,2,/
O=C(Nc1ccc(-c2nnc3n2CCCCC3)cc1)c1cnccn1,-2,/,-2,4,-6,/,-1,-9
Clc1ccc(OCc2nc(-c3ccc(Br)o3)no2)cc1,6,12,-4,3,-6,-5,-2,-4
COc1ccccc1NC(=O)N[C@H]1CC[C@@H](CC(=O)N[C@@H](C)c2ccccc2)O[C@@H]1CO,1,-7,9,9,-7,7,-8,6
COc1ccc(CN(C)C[C@H]2Oc3ccc(N(C)C)cc3CC(=O)N([C@@H](C)CO)C[C@H]2C)cc1,1,-7,-5,6,-5,4,-3,-5
CN(C)c1ccc(/C=N\Nc2ccccn2)cc1,-3,6,23,2,-25,-114,-1,10
CN(C)CCN(Cc1cc2cc3c(cc2nc1Cl)OCO3)C(=O)c1ccco1,1,32,-4,5,-7,-9,5,-4
COc1cccc(C2CC(=O)NC(SC)=C2C#N)c1 (configuration not stated),1,-6,6,/,4,-28,1,-5
Cc1cc2c(ncn2C(C)C)c(N)c1C,0,3,-5,/,/,/,-2,1
CCCS(=O)(=O)N1CCN=C1SCc1cccc2ccccc12,/,/,-5,14,-15,10,/,/
Cc1cc(NC(=O)CCN2C(=O)/C(=C/c3ccccc3Cl)SC2=S)no1,/,/,-2,-3,5,7,/,/
Cc1ccc2c(C)nc(/N=C(\N)NC(=O)N3c4ccccc4Sc4ccccc43)nc2c1,-8,1,0,-2&-37,-6&4,-19&-23,-1,-10
O=C(COc1ccc(Br)cc1CO)Nc1ccc(F)cc1,7,-3,-1,-39,-5,/,1,/
O=C(COC(=O)/C=C/c1ccc(OC(F)F)cc1)NC1CCCCC1,1,2,1,22,-5,10,0,/
O=C(C1CCOCC1)N1C[C@H]2[C@@H](c3ccccc31)[C@@H](CO)N2C(=O)Nc1ccccc1F,2,-9,3,-6,-9,5,-5,-7
COc1ccc(NC(=O)CCc2ccc(OC)c(OC)c2)cn1,-3,7,3,11,-19,4,1,0
C[C@@H]1CN([C@@H](C)CO)C(=O)c2cccc(NC(=O)Nc3ccc4c(c3)OCO4)c2O[C@@H]1CN(C)C(=O)Nc1ccccc1,-1,-10,17,19,23,10,-2,-4
CN(CC(=O)Nc1ccccc1Cl)C(=O)c1ccc(Cl)c(S(=O)(=O)N2CCCCCC2)c1,-3,-7,-3,/,7,19,0,-3
O=C1CC(c2ccco2)c2ccc3ccccc3c2N1 (configuration not stated),5,42,4,/,/,/,-1,-7
COc1ccc(NC(=O)N[C@@H]2CC[C@@H](CCNC(=O)CN3CCOCC3)O[C@H]2CO)cc1,2,0,3,7,8,-8,0,2
CCOc1cc(/C=C2/NC(=O)NC2=O)cc([N+](=O)[O-])c1O,/,/,40,-29,13,35,/,/

# An excerpt from above in order of the PglD DTNB value, high to low:
Compound | PglD DTNB
Clc1ccc(OCc2nc(-c3ccc(Br)o3)no2)cc1 | 6
CN(C)CCN(Cc1cc2cc3c(cc2nc1Cl)OCO3)C(=O)c1ccco1 | 1
Cc1cc2c(ncn2C(C)C)c(N)c1C | 0
CCCCC1(Cc2ccc([N+](=O)[O-])cc2)C(=O)N(c2ccccc2)N(c2ccccc2)C1=O | -5

# Among those listed so far, two have a COOH group.
SMILES,PglD DTNB,Statin myotox sup,ARNT-TACC3 inh,INS-1E GSIS act,LGR2 inh,PAX8 inh HTS,Cneo AK release,PGC1a acetyl inh
O=C(O)C1CSC2(c3ccc(Br)cc3)CCC(=O)N12 (configuration not stated),/,/,-1,-8,2,1,/,6
O=C(O)CCCCCNC(=O)c1cccc(Br)c1,-2,-11,-4,/,/,9,0,/

# Next part.
SMILES,PglD DTNB,Statin myotox sup,ARNT-TACC3 inh,INS-1E GSIS act,LGR2 inh,PAX8 inh HTS,Cneo AK release,PGC1a acetyl inh
CC(=O)Nc1ccc(C(=O)Nc2ccc(S(=O)(=O)NCC3CCCO3)cc2)cc1 (configuration not stated),-5,-1,-9,/,/,/,0,-4
Cc1ccc(NC(=O)c2ccc(Cl)c(S(=O)(=O)NCC3CCCO3)c2)c(O)c1 (configuration not stated),3,1,6,0,-6,28,-10,-14
CCCSc1nc2c(cnn2-c2ccc(Cl)cc2)c(=O)[nH]1,/,13,-5,/,/,/,3,14
COc1cccc(NC(=O)N(C)C[C@H]2OCc3ccccc3-c3c(n(C)c4ccccc34)C(=O)N([C@@H](C)CO)C[C@H]2C)c1,2,12,5,-11,-10,10,50,-50
CCOC(=O)CC(=O)Nc1ccc(C)cc1,3,/,/,/,/,-4,-2,-4
CCc1nc2sc3c(c2c(=O)n1N)CCC3,5,6,17,/,/,/,-1,-2
CCCC1=NN(C(=O)Cc2ccc([N+](=O)[O-])cc2)C(O)(C(F)(F)F)C1 (configuration not stated),/,/,-1,13,-1,1,/,/
O=C(C1CCOCC1)N1CC(=O)N2[C@H](C1)[C@H](c1ccc(C#Cc3cccc(F)c3)cc1)[C@@H]2CO,/,/,/,-11,12,30,/,-3
CCOc1ccc(NS(=O)(=O)c2ccc(C(=O)N3CCCCC3)cc2)cc1,-4,-12,-1,-67,12,30,3,0
Cc1cc(C(F)(F)F)nn1Cc1n[nH]c(=S)n1-c1ccc(F)cc1,/,/,1,-4,3,13,/,/
Cc1nc(C)c(C(=O)N2CCCC(CCC(=O)NCc3ccc(F)c(F)c3)C2)s1 (configuration not stated),/,/,2,2,10,-19,/,-7
CC(=O)Nn1cnc2c(c1=O)C1(CCCC1)Cc1ccccc1-2,1,28,11,/,/,4,0,5
Cn1c(=O)c2c(nc(N3CCCC3)n2CC(O)CO)n(C)c1=O (configuration not stated),3,20,-25,/,/,/,0,2
CN1C[C@H]2[C@@H](c3ccccc31)[C@@H](CO)N2C(=O)Nc1ccc(F)cc1,4,20,-5,9,-10,-19,-11,5
Cc1ccccc1/C=C/c1cccc[n+]1C,-9,-10,-5,7,-2,52,2,4
Cc1cc(C)c2nc(N(CCN(C)C)C(=O)c3ccc4ccccc4c3)sc2c1,-1,-10,6,-16,3,-7,-1,-6
Cc1cccc(-c2cc3nc(C)cc(N4CC(C)CC(C)C4)n3n2)c1 (configuration not stated),-1,-2,-4,87,-27,/,5,1
CCC(=O)N1[C@H](CO)[C@@H]2c3ccccc3N(C(=O)c3ccccc3F)C[C@@H]21,2,6,8,6,6,10,-3,3
O=C(Nc1ccc(NC(=O)C2CC2)nc1)c1ccccn1,-1,-18,2,/,/,-34,-2,-3
COc1ccc(-c2sc3ccc(OC)cc3c2C#Cc2cncn2C)cc1,0,-2,7,13,-4,65*,1,-7
Cc1ccc(/C=N\NC(=O)C2COc3cc4ccccc4cc3O2)o1 (configuration not stated),0,-11,8,/,/,/,-2,1
CCc1nc2ccc(C(=O)N(C)CCCN(C)C)cn2c1N(C)CCCc1ccccc1,-1,-8,/,-2,3,8,8,4
C[C@@H]1CN([C@@H](C)CO)S(=O)(=O)c2ccc(-c3ccccc3)cc2O[C@H]1CN(C)C,2,-31,-1,10,-14,9,1,-11
CCN(CC)CCNC(C(=O)Nc1cc(C(F)(F)F)ccc1Cl)c1ccccc1 (configuration not stated),3,/,/,-1,0,-18,2,/
CC(C)(C)OC(=O)N1CCC(C(=O)Nc2ccc3c(c2)CCC3)CC1,2,2,7,-18,-52,-138,-1,-7

# No enrichment for hits (roughly 2.9% active in at least one column).
